Screening results deposited in PubChem BioAssay by The Scripps Research Institute Molecular Screening Center.
MITF inh: MITF inhibitors, primary screen, biochemical, AlphaScreen, human | AID 1259374, 2018 | AlphaScreen MITF homodimerization, bead proximity signal | Microphthalmia-associated transcription factor (Homo sapiens), O75030 | inhibition, % at 2.6 µM | 650,000 tested, 0.91% active; in the data active means inhibition above about 50%;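 further: 0% = vehicle wells with protein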
Target sequence (O75030 whole entry, looked up): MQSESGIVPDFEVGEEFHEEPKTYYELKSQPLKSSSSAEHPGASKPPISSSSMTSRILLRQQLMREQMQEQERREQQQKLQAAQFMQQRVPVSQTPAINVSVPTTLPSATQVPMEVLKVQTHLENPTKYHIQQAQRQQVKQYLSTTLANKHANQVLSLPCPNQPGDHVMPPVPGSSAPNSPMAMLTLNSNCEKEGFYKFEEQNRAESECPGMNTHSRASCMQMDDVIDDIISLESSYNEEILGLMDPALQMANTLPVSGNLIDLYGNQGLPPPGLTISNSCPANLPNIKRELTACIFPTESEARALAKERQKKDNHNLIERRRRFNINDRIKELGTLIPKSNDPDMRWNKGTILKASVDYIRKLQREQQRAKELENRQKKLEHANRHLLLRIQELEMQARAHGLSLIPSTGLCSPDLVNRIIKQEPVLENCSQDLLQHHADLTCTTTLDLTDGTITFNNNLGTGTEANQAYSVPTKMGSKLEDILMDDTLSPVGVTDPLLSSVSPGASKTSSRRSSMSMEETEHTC
GPR151 ag: activators of human GPR151, primary screen, cell-based, PathHunter beta-arrestin, luminescence; G-protein coupled receptor 151 (Homo sapiens), Q8TDV0; PathHunter beta-arrestin GPR151 cells; activation, % at 11.2 µM; 650,000 tested, 1% active; AID 1508602, 2020; in the data active means activation above about 4.9%;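 further: 0% = median of compound wells and 100% = cells with positive control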
Target sequence (Q8TDV0 whole entry, looked up): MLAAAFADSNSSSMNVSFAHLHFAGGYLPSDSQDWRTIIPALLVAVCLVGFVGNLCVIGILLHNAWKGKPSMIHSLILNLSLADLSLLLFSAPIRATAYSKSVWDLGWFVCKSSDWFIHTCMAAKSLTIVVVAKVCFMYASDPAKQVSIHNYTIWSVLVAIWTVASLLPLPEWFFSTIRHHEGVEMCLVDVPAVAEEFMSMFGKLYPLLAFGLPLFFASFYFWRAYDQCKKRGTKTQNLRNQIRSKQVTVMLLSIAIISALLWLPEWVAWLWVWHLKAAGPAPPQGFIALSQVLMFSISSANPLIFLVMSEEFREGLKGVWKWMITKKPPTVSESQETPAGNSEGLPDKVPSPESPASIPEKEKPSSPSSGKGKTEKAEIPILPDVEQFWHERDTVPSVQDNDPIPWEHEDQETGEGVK
TEAD-YAP inh: TEAD-YAP interaction inhibition, primary screen, TEAD-YAP interaction inhibitor project, luminescence, HEK-TIYL cells. inhibition, % at 9.12 µM. 640,000 tested, 1.4% active. TEAD-Gal4/YAP UAS-luciferase luminescence; in the data active means inhibition above about 32%;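 further: 0% = median of test compound wells and 100% = reference inhibitor wells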
FBW7 activator: FBW7 E3 ligase activators, primary screen, biochemical, AlphaScreen, human | AlphaScreen FBW7–phospho-cyclin E peptide binding, activator screen | 650,000 tested, 0.13% active | normalized activity (activation), % at 26.1 µM | F-box/WD repeat-containing protein 7 (Homo sapiens), Q969H0; in the data active means normalized activity above about 1.9%;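 further: purified mutant Fbw7 with reduced substrate affinity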
The depositor's hits bear a star; & = joins results of further samples. The order is random; any-hit rate near 3.4%.

SMILES	MITF inh	GPR151 ag	TEAD-YAP inh	FBW7 activator
COc1ccc(Cc2nnc(SCC(=O)Nc3ccccc3OC)n2C)cc1	15	1.9	-5	0.0
Cc1ccc2onc(CNC(=O)N(C)Cc3ccccc3)c2c1	3	-0.8	2	-0.1
Cc1ccc(N2C(=O)CC(N3CCN(CCO)CC3)C2=O)cc1 (centres undefined)	9	-0.3	-3	0.2
CCSc1nc(N2CCOCC2)c2cnn(CCN)c2n1	-5	0.5	-14	-0.2
CC1CN(c2c(Cl)cccc2NC(=O)c2ccc(Br)o2)CCN1 (centres undefined)	3	0.6	-5	-0.3
Cc1cccnc1NC(=O)c1cccs1	2	-5.2	-57	-0.1
CC1(C)OC2OC(C(=O)Nc3ccccc3O)C3OC(C)(C)OC3C2O1 (centres undefined)	-3	0.1	3	0.0
COC(=O)C1=CN(C(C)C)C=C(C(=O)OC)C1c1ccc(C)c([N+](=O)[O-])c1	20	0.7	2	0.3
Clc1ccc(C2=CC(c3cccc4ccccc34)n3nnnc3N2)cc1 (centres undefined)	-4	-0.8	3	0.0
COC(=O)c1ccccc1NC(=O)c1ccccc1CCc1ccccc1	11	-0.8	16	0.1
CCN(CCO)c1ccc(Nc2ncc(-c3ccc(OC)cc3)n3ccnc23)cc1	19	1.1	10	-0.1
CCc1cc2c(=O)c(-c3cnn(-c4ccccc4)c3)coc2cc1O	21	0.8	-61	0.2

Taken from above, 12 compounds:
SMILES	MITF inh	GPR151 ag	TEAD-YAP inh	FBW7 activator
COc1ccc(Cc2nnc(SCC(=O)Nc3ccccc3OC)n2C)cc1	15	1.9	-5	0.0
Cc1ccc2onc(CNC(=O)N(C)Cc3ccccc3)c2c1	3	-0.8	2	-0.1
Cc1ccc(N2C(=O)CC(N3CCN(CCO)CC3)C2=O)cc1 (centres undefined)	9	-0.3	-3	0.2
CCSc1nc(N2CCOCC2)c2cnn(CCN)c2n1	-5	0.5	-14	-0.2
CC1CN(c2c(Cl)cccc2NC(=O)c2ccc(Br)o2)CCN1 (centres undefined)	3	0.6	-5	-0.3
Cc1cccnc1NC(=O)c1cccs1	2	-5.2	-57	-0.1
CC1(C)OC2OC(C(=O)Nc3ccccc3O)C3OC(C)(C)OC3C2O1 (centres undefined)	-3	0.1	3	0.0
COC(=O)C1=CN(C(C)C)C=C(C(=O)OC)C1c1ccc(C)c([N+](=O)[O-])c1	20	0.7	2	0.3
Clc1ccc(C2=CC(c3cccc4ccccc34)n3nnnc3N2)cc1 (centres undefined)	-4	-0.8	3	0.0
COC(=O)c1ccccc1NC(=O)c1ccccc1CCc1ccccc1	11	-0.8	16	0.1
CCN(CCO)c1ccc(Nc2ncc(-c3ccc(OC)cc3)n3ccnc23)cc1	19	1.1	10	-0.1
CCc1cc2c(=O)c(-c3cnn(-c4ccccc4)c3)coc2cc1O	21	0.8	-61	0.2

Carrying on:
SMILES	MITF inh	GPR151 ag	TEAD-YAP inh	FBW7 activator
COc1ccc(OC)c(C(=O)CSc2nc3ccccc3n2CC(=O)NC(C)(C)C)c1	24	-0.9	-20	0.7
CC1CCN(c2nc3c(c(=O)n(C)c(=O)n3C)n2C)CC1	-13	1.5	6	-0.2
Cn1nnc(NC(=S)NC(=O)c2ccc(C(C)(C)C)cc2)n1	5	1.2	-3	-0.1
CCOc1ccccc1C1CC(=O)Nc2cc(OC)c(OC)c(OC)c21 (centres undefined)	-9	-0.1	5	0.0
c1cc2c(cc1Cn1nnc(-c3ccc4c(c3)OCO4)n1)OCO2	1	1.9	-18	0.3
O=C(NCCCN1CCCC1)C1CCN(S(=O)(=O)N2CCC3(CC2)OCCO3)CC1	0	-0.5	-10	-0.2
O=c1[nH]cnc(O)c1C(c1ccc([N+](=O)[O-])cc1)c1c(O)nc[nH]c1=O	5	0.5	2	0.0
CCCN1C(=O)/C(=C\c2nc3ccccc3c(=O)n2C)c2ccccc21	17	1.3	-4	0.1
O=C(Cn1nc(C(=O)N2CCOCC2)cc1-c1cccs1)NCc1ccccn1	8	1.0	9	-0.7
CC(C)c1ccccc1NS(=O)(=O)c1ccc2c(c1)OCCO2	-8	-0.3	2	-0.1
CCN1CCN(C(=O)c2c(NC(=O)c3cccs3)sc3c2CCCC3)CC1	-7	0.1	1	0.0
O=C(CN1C2CCC1CC(NC(=O)Nc1ccccc1)C2)Nc1ccccc1[N+](=O)[O-] (centres undefined)	19	1.7	11	0.0
CCCC(=O)OCN1C(=O)c2ccccc2C1=O	2	-0.2	-5	0.3
O=C1OC(c2ccc(Cl)c([N+](=O)[O-])c2)=N/C1=C\c1ccco1	-3	0.3	2	-0.1
O=C(Cc1ccc(F)cc1)Nc1ccc(S(=O)(=O)Nc2ncccn2)cc1	-10	0.1	3	0.0
NC(=O)CSc1nccn1-c1cccc(C(F)(F)F)c1	-3	-0.4	-5	0.0
CCC(C)NC(=O)C(CC)NS(=O)(=O)c1ccc(C)cc1 (centres undefined)	9	1.8	10	0.1
Cc1ccc(C2=NOC(=O)/C2=C\c2ccccc2)cc1	48	-0.6	2	-0.1
NC(=O)c1ccc(NCC2CCCO2)c([N+](=O)[O-])c1 (centres undefined)	-6	4.2	-12	-0.1
COc1ccc(NC(=O)C(Cc2ccccc2)NC(=O)c2ccco2)cc1OC (centres undefined)	24	0.5	4	0.0
N=C1S/C(=C/c2ccc(-c3cccc(C(=O)O)c3)o2)C(=O)N1c1nonc1N	20	-4.2	-4	-0.3
CCOc1ccc(NC(=O)Cc2ccccc2)c([N+](=O)[O-])c1	10	-0.7	0	-0.1
CC(=O)Nc1ccc(Oc2ccc3c(c2)C(=O)N(c2cccc(OC(C)=O)c2)C3=O)cc1	-7	0.2	3	0.0
COc1cc(-c2noc(/C=C/c3ccccc3)n2)cc(OC)c1OC	20	2.1	6	0.0
c1ccc(COc2ccc(OCCCCn3cncn3)cc2)cc1	7	-1.6	-12	-0.1
COc1cccc(-c2cc(C(=O)N3CC=C(c4ccccc4)CC3)[nH]n2)c1	-4	-0.8	-5	0.0
Cc1ccc(-c2cc(C(=O)OCC(C)C)c3cc(Br)ccc3n2)cc1	16	-0.2	0	0.7
COc1ccc(N2C(=O)C3C(C2=O)C2(CO)C=CC3(C)O2)cc1 (centres undefined)	3	-0.2	8	-0.1
COc1ccc(-c2c(C#N)c(SCC(=O)Nc3ccccc3)nc(C)c2C(=O)Nc2ccccc2)cc1OC	2	-0.7	0	1.1
CC1CCc2c(sc(NC(=O)c3ccc(Br)s3)c2C(N)=O)C1 (centres undefined)	8	-0.5	-8	0.0
Cc1c(C(=O)COC(=O)CCNS(=O)(=O)c2cccs2)oc2ccccc12	10	-0.3	5	-0.1
COc1ccc(CCNC(=O)C(=O)N/N=C/c2cccc3ccccc23)cc1OC	19	-1.1	11	0.8
COc1cc(C=O)ccc1OS(=O)(=O)c1ccc(F)c(F)c1	6	-0.4	8	0.2
COC(=O)c1ccc(CSc2nc3sc4c(c3c(=O)n2-c2ccccc2)CCCC4)cc1	14	-0.5	-8	0.3
N#Cc1c(NC(=O)CSc2ncccn2)sc2c1CCCC2	2	2.7	17	-0.3
CCOCCOC(=O)C1=C(C)NC2=C(C(=O)CCC2)C1c1cc(Cl)c(O)c(OC)c1 (centres undefined)	7	0.9	4	-0.1
COc1cc(OC)cc(-n2nc(C(=O)N3CCCCCC3)c3ccccc3c2=O)c1	0	1.4	-3	0.1
Cc1ccc(N2CCN(C(=O)Nc3cccc(F)c3C)CC2)nn1	-5	0.0	-6	-0.1
COc1cc2nc(NCc3ccc4c(c3)OCO4)nc(NCCOc3ccccc3)c2cc1OC	24	-0.1	7	-0.1
CCCN(C1=NS(=O)(=O)c2ccccc21)c1ccccc1	6	-1.2	-7	-0.1
Cc1ccc([N+](=O)[O-])cc1NC(=O)CSc1nnc(Cc2ccc(Cl)cc2)o1	7	0.3	13	-0.1
COc1ccc(C2SCC(=O)N2Cc2cn3ccccc3n2)cc1 (centres undefined)	4	0.9	3	0.0
N#Cc1ccc(S(=O)(=O)Nc2nccnc2-c2ccc(CNCc3ccco3)cc2)cc1	8	0.3	2	-0.2
Cc1ccc(C)c(NC(=O)Cn2c(=O)n(Cc3ccco3)c(=O)c3oc4ccccc4c32)c1	-4	0.4	7	0.0
Cc1nnc(N2C(=O)C(=O)/C(=C(/O)c3ccc(Cl)cc3)C2c2ccccc2)s1 (centres undefined)	7	-0.6	-4	-0.1
CC(C)CC(=O)C(=O)N1CCC(C(Cc2ccc(F)cc2F)N(C)C(=O)C2CC2)CC1 (centres undefined)	-4	-0.4	-9	0.1
CC1CCN(CCNc2nc(=S)[nH]c3ccccc23)CC1	-12	-2.9	0	0.0
Cc1ccc(C(=O)O/N=C(\N)c2cccc([N+](=O)[O-])c2)c(Cl)c1	-2	-1.0	5	0.0

Part of the list above, as labelled records:
> COc1cc(OC)cc(-n2nc(C(=O)N3CCCCCC3)c3ccccc3c2=O)c1
  MITF inh = 0 | GPR151 ag = 1.4 | TEAD-YAP inh = -3 | FBW7 activator = 0.1

> Cc1ccc(N2CCN(C(=O)Nc3cccc(F)c3C)CC2)nn1
  MITF inh = -5 | GPR151 ag = 0.0 | TEAD-YAP inh = -6 | FBW7 activator = -0.1

Following part
SMILES	MITF inh	GPR151 ag	TEAD-YAP inh	FBW7 activator
O=C(Nc1ccncc1)NC1CCN(C(=O)C(O)c2ccc(Br)cc2)CC1 (centres undefined)	9	4.7	6	0.2
CC(C)(C)c1ccc(-c2nn(CCC#N)cc2/C=N/O)cc1	6&3	-0.5&0.1	-13&-24	0.2&0.8
O=C1C2ON(c3ccccc3)C(c3ccccn3)C2C(=O)N1Cc1ccccc1 (centres undefined)	5	0.0	-2	0.0
CNc1oc(-c2ccccc2)nc1S(=O)(=O)c1ccc(F)cc1	4	-1.4	12	-0.1
COc1ccc(CCNC(=O)c2nnn(-c3ccc(OC(F)(F)F)cc3)c2N)cc1OC	15	-0.5	3	0.3
C/C(=N/NC(=O)c1cc([N+](=O)[O-])cc([N+](=O)[O-])c1)c1ccc(-c2ccccc2)cc1	1	0.0	-49	-0.2
CC(C)n1cnc2c(NCc3ccccc3)nc(N3CCN(c4ccccn4)CC3)nc21	5	0.6	-5	-0.2
CCc1ccc(NC(=O)CN(c2ccc(Br)c(C)c2)S(C)(=O)=O)cc1	0	0.4	-12	0.0
Cn1c(=O)n(CC(=O)Nc2ccccc2)c2ccccc21	-15	0.1	-11	-0.3
O=C(c1ccc2c(c1)OCCO2)C1CCN(C(=O)c2c(F)cccc2F)CC1	19	-0.9	11	-0.1
O=C(/C=C/c1cccc([N+](=O)[O-])c1)Nc1ccc(Cl)c(Cl)c1	9	-0.4	0	0.5
Cc1ccc2ncc(C(=O)Nc3ccc(Br)cc3)c(=O)n2c1	19	-0.3	-4	0.0
CCOc1ccc(NC(=O)c2ccc3c(=O)n(Cc4ccc(OC)cc4)c(=S)[nH]c3c2)cc1	-13	1.4	-1	-0.1
O=C(NC1CCCCC1)c1cc(S(=O)(=O)N2CCCC2)ccc1Cl	7	-0.9	0	0.2
CCOC(=O)C1=C(N)N(c2ccccc2)C2=C(C(=O)CCC2)C1c1ccc(OC)cc1 (centres undefined)	4	1.3	-7	-0.2
COc1cc(/C=N/NC(=S)NC2CCS(=O)(=O)C2)ccc1O (centres undefined)	0	0.3	-5	-0.1
COc1ccc(NC(=O)CSc2nc3[nH]ncc3c(=O)n2-c2ccccc2)cc1OC	21	-0.6	20	0.1
Cc1cc(C)c2cc(C)c3nnc(SCC(N)=O)n3c2c1	-10	1.0	0	0.1
O=C(CCN1C(=O)c2cccnc2C1=O)N1CC=C(c2ccccc2)CC1	15	2.4	-10	-0.2
COc1cccc(NS(=O)(=O)c2ccc3nc(-c4ccccc4)[nH]c3c2)c1	-12	1.1	28	0.2
COc1ccc(N(CC(=O)Nc2ccc(C)c(C)c2)S(=O)(=O)c2ccc(C)cc2)cc1OC	-3	0.1	2	-0.1
Cc1ccc(C(=O)C(c2ccccc2)N2Cc3ccccc3C2=N)cc1 (centres undefined)	-7	-1.8	-3	-0.1
O=C(CSc1ccc([N+](=O)[O-])cn1)Nc1ccc(Br)c(Cl)c1	0	1.8	7	-0.2
O=C(CCC1(Cc2ccco2)CCC(=O)N1)NC1CCc2ccccc21 (centres undefined)	3	1.0	-2	-0.1
CC(C)CCn1c(SCc2c(F)cccc2Cl)nc2ccsc2c1=O	-5	0.7	-1	0.1
CC1CCN(S(=O)(=O)c2ccc3c4c(cccc24)C(=O)N3C)CC1	-7	-0.1	10	1.7
O=C(NC(=S)Nc1ccc(Cc2ccncc2)cc1)c1cccc(Cl)c1	-2	0.5	1	0.1
CN1CCN(C(=N)/C(C#N)=C/c2[nH]c3ccccc3c2O)CC1	-13	-2.7	4	0.0
CCOc1c(I)cc(/C=C(\C#N)c2nn(CCO)c(N)c2C#N)cc1OC	-2	0.2	0	-0.1
O=C(CSc1nc2ccccc2[nH]1)n1c2ccccc2c2ccccc21	14	-0.2	-2	0.3
C=CCn1c(SCC(=O)N2CCN(CCO)CC2)nc2sc(C)c(C)c2c1=O	10	-2.4	6	0.2
O=Cc1ccc(-c2cc([N+](=O)[O-])ccc2O)o1	16	0.8	2	0.1
CNC(=O)COc1ccc(Br)cc1C	8	-0.5	-1	-0.1
COC(=O)c1ccc(NC(=O)C23CC4CC(CC(C4)C2)C3)cc1	-4	0.2	-5	-0.1
Cc1cc(NC(=O)CSc2nc3ccsc3c(=O)n2Cc2ccccc2Cl)n[nH]1	7	1.7	-4	0.0
N#Cc1c(NC(=O)NCc2ccco2)sc2c1CCC2	4	-1.5	-4	-0.1
O=C(c1ccc2c(Cl)c3c(nc2c1)CCCC3)N1CCOCC1	1	1.9	-14	0.1
